# KB-V1 cytotox: qHTS assay for MDR1-selective chemotherapeutics: Primary screen using the drug-selected MDR subline cells KB-V1; AID 1347076, 2019; Potency, µM (titrated, usually from 46.1 µM), inactives show at the top dose activity change, negative = cytotoxicity, actives largely listed as cytotoxic; hit rate 3.4% among 400,000; KB-V1 MDR cells viability, CellTiter-Glo, 72 h; further: potency means the concentration at half of the fitted maximal effect; on the % scale 0 is the no-effect control and ±100 the full control effect; nearly all actives have a fitted effect of over 60% in size
#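 KB-V1 cells (P-gp-expressing MDR subline of KB-3-1) in phenol-red-free DMEM with 10% FBS were exposed to library compounds over a concentration series for 72 h at 37 degrees C. Viability read by CellTiter-Glo luminescence; concentration-effect curves fitted after normalization.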
# TDP-43 yeast inh: qHTS of TDP-43 Inhibitors; TDP-43 expressing yeast growth rescue, BacTiter-Glo, 24 h; Potency, µM (series often up to 46.1 µM), inactives show at the top dose growth rescue (activation), most hits filed as activators; hit rate 1.8% among 410,000; AID 652104, 2013; further: potency means the concentration at half of the fitted maximal effect; % of control where 0% means no effect; nearly all actives have a fitted effect of over 50% in size
#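 Readout is BacTiter-Glo luminescence of cell growth, so inhibitors register as activators. TDP-43-expressing yeast at OD600=0.02 in galactose medium, after raffinose pregrowth to mid-log, were incubated with compound for 24 hr at 30 deg C.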
# PTHR1 ag: qHTS for PTHR1 Agonists: Primary Screen | Parathyroid hormone/parathyroid hormone-related peptide receptor (Homo sapiens), Q03431 | Potency, µM (doses to about 115 µM), inactives show at the highest dose activation, most hits filed as activators | hit rate 0.075% among 410,000 | HEK293 GP2 PTHR1 cells, GloSensor cAMP luminescence, 1 h; further: potency means the concentration at half of the fitted maximal effect; nearly all actives have a fitted effect of over 55% in size; some results filed as inactive show a strong effect at the top dose; inactives centre near -15; many of its hits are not listed in these tables
# Target sequence (Q03431 whole entry, looked up): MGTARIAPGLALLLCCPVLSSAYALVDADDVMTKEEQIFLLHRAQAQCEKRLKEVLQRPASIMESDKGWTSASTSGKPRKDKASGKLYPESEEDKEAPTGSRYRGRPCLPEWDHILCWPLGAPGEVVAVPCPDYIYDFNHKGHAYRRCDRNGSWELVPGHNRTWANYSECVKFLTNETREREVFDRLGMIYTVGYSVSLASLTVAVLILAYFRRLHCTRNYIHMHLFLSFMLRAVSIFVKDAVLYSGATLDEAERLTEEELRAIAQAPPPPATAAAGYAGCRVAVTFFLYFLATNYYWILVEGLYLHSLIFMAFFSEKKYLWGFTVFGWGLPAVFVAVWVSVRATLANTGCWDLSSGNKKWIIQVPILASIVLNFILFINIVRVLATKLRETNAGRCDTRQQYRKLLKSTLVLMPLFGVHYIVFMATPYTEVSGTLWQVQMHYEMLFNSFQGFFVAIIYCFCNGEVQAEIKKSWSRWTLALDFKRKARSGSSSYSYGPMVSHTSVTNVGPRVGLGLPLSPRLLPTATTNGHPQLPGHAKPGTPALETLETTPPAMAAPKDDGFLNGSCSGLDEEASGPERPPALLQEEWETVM
#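 HEK-293-derived GP2 cells expressing PTHR1 and a GloSensor cAMP reporter, 3,000/well, plated overnight, given luciferin plus IBMX (each 0.5 mM as added) for 1 h at 37 °C, then compound for 1 h at 37 °C. Luminescence was read after 15 min at room temperature.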
# D3 antag: qHTS of D3 Dopamine Receptor Antagonist: qHTS; hit rate 2.5% among 360,000; max response, negative = inhibition, %; D(3) dopamine receptor (Homo sapiens), P35462; D3R cells, DiscoveRx beta-arrestin luminescence, antagonist mode; hits give low values; AID 652054, 2013; in the data active means max response below about -50%; inconclusive means no clear call, values can overlap the other calls; further: on the % scale 0 is the no-effect control and ±100 the full control effect; mostly tested at two doses, the higher about 12 µM
# Target sequence (P35462 whole entry, looked up): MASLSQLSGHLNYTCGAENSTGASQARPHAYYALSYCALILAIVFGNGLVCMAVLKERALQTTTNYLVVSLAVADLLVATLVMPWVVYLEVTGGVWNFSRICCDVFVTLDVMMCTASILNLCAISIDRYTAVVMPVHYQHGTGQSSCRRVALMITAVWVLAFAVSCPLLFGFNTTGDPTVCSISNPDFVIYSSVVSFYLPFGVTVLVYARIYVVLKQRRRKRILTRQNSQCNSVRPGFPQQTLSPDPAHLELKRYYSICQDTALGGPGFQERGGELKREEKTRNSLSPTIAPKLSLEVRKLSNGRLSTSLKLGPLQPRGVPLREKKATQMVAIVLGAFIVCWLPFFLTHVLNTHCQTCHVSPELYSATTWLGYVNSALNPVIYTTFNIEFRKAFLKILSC
#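 Cells expressing the human receptor were seeded at 1500 cells/well, incubated overnight at 37 degrees C in 5% CO2, then exposed to library compounds with dopamine controls for 90 minutes at 37 degrees C before luminescent detection.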
# DRD3 agonist: qHTS of D3 Dopamine Receptor Agonist: qHTS; D(3) dopamine receptor (Homo sapiens), P35462; D3R DiscoveRx beta-arrestin cells, luminescence, 90 min; max activation, %; hit rate 0.58% among 410,000; AID 652048, 2013; in the data active means max activation above about 30%; further: 0% is about no effect; mostly tested at two doses, the higher about 12 µM
#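 Agonist-mode cell screen: cells plated at 1500/well and incubated overnight at 37 °C, then exposed to library compounds for 90 min at 37 °C. Detection reagent was added for 30–60 min at room temperature, and luminescence was read.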
# GLP-1R agonist: qHTS of GLP-1 Receptor Agonists; Glucagon-like peptide 1 receptor (Homo sapiens), P43220; HEK293 GLP-1R CRE-luciferase, luminescence, 4-6 h; cells express a hypersensitive GLP-1R form; Potency, µM (top dose mostly 45.6 µM), without a hit: top-dose activation, usual class: activators; hit rate 0.007% among 380,000; further: potency means the concentration at half of the fitted maximal effect; % of control where 0% means no effect
# GLP-1R inv ag: qHTS of GLP-1 Receptor Inverse Agonists (Inhibition Mode); Glucagon-like peptide 1 receptor (Homo sapiens), P43220; HEK293 GLP-1R CRE-luciferase, luminescence, 24 h; GLP-1R form is constitutively active; Potency, µM (series often up to 38.3 µM), inactives show at the top dose activity change, negative = inhibition, actives largely listed as inhibitors; hit rate 1.6% among 410,000; AID 624417, 2012; further: potency means the concentration at half of the fitted maximal effect; on the % scale 0 is the no-effect control and ±100 the full control effect; nearly all actives have a fitted effect of over 55% in size
#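 Inverse agonism was detected as reduced cAMP-driven luciferase luminescence after 24 h compound treatment. The cells were HEK293 clones expressing constitutively active human GLP-1R with the reporter. Reporter-only and GPR119 cell lines served as counterscreen controls.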
# aSyn yeast inh: qHTS of alpha-syn Inhibitors; Yeast expressing alpha-synuclein, growth rescue, BacTiter-Glo, 24 h; Potency, µM (series often up to 46.1 µM), for inactives: at the highest dose growth rescue (activation), actives largely listed as activators; AID 652106, 2013; hit rate 0.14% among 370,000; further: potency means the concentration at half of the fitted maximal effect; % of control where 0% means no effect; nearly all actives have a fitted effect of over 65% in size
#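 Readout is rescue of growth in alpha-synuclein-expressing yeast, so inhibitors of toxicity appear as activators. Growth after 24 hr at 30 deg C in galactose medium is quantified by luminescence.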
# GLP1R cytotox: qHTS of GLP-1 Receptor Inverse Agonists: Cytotox Screen; hit rate 0.13% among 410,000; HEK293 cAMP-luciferase reporter cells, luminescence, 24 h; Potency, µM (titrated, usually from 38.3 µM), for inactives: at the highest dose activity change, negative = inhibition, hits mostly inhibitors;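 further: loss of luciferase light is scored as toxicity; potency means the concentration at half of the fitted maximal effect; on the % scale 0 is the no-effect control and ±100 the full control effect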
#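 Seeding density was 200 cells/uL; after overnight-length (12 h) culture, 23 nL compounds went on for 24 h at 37 °C. Readout used a luciferase detection reagent, luminescence taken after 12 min at room temperature.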
# The depositor's hits bear a star; i = inactive; u = inconclusive; x = no result given; & = joins results of further samples; [ ] = remark or other dose. Unless noted, the call rests on the fitted dose curve; in most records, active means well fitted curve in the direction sought with a large enough effect; inconclusive means small, poorly fitted or top-dose-only effect, or another doubt; inactive means no such curve, though single readings can be large; an effect the other way counts as inactive or inconclusive.
No.	smiles	TDP-43 yeast inh	GLP1R cytotox	PTHR1 ag	GLP-1R inv ag	DRD3 agonist	GLP-1R agonist	KB-V1 cytotox	aSyn yeast inh	D3 antag
1	COc1ccc(C2=CC(c3ccc(OC)c(OC)c3)c3c(c4ccccc4oc3=O)O2)cc1OC (configuration not stated)	16%	-17%	-27%	-24%	0	-3%	4%	4%	34
2	Cc1ccccc1NC(=O)N1Cc2ccccc2-n2nncc2C1	25%	9%	i	-2%	-6	2%	29%	-1%	0
3	C=CCn1c(O)c(/C=C2/C=c3ccccc3=N2)c(=O)[nH]c1=S	0%	-4%	-26%	9%	7	-2%	u	-4%	-6
4	COc1ccc2c(c1)C13CCCC[C@@H]1C(C2)N(C)CC3 (some centres not stated)	12%	-3%	i	u	13&5	5%&4%	-24%	-8%	11
5	Cc1ccc(O)c(CN2CCN(c3ccccc3)CC2)c1	-1%	-8%	i	u	-6	-5%	-8%	0%	-80*
6	O=C1NC(=O)N(CCc2ccc(F)cc2)C(=O)/C1=C/c1ccco1	-21%	-25%	-14%	4%	1	-1%	1%	8%	6
7	O=C(O)c1ccccc1NS(=O)(=O)c1cccc(N=Nc2c(O)[nH]c(=S)[nH]c2=O)c1	-10%	-31%	-1%	31%[activator]	-1	0%	14%	-4%	-23
8	c1ccc(CCn2nnnc2CN2CCC(n3nnc4ccccc43)CC2)cc1	22%	2%	-24%[57.5 µM]	53%[activator]	-2	3%	5.8µM*	4%	u
9	CN(C)C(=O)Oc1cc(OC(=O)N(C)C)cc(C(O)CNC(C)(C)C)c1 (configuration not stated)	-13%&0%	3%&-10%	-20%&-18%	9%&15%	-11&11&4	-4%&-1%	0%&-1%	4%&-6%	-4&-8
10	CCc1ccccc1NC(=O)C(CC)Oc1ccccc1-c1nnc(-c2ccccc2)o1 (configuration not stated)	-20%	-15%	-7%	u	-21	x	u	x	x
11	CCOP1(=O)C=C(Sc2ccc([N+](=O)[O-])cc2[N+](=O)[O-])C(C)(C)O1 (configuration not stated)	u	-14%	i	13%	2	-2%	-7%	-5%	17
12	COC(=O)C1=C(c2cc3ccccc3s2)C[C@@H]2CC[C@H]1N2C(=O)NC(C)C	8%	1%	-13%	u	5	10%	1%	4%	-13
13	CCN(CC)c1ccc(/C=C2\C(=O)NC(=S)N(C)C2=O)o1	-4%	-15%	-24%	8%	-8	15%	10%	-10%	u
14	N/C(=N/[N+](=O)[O-])N1CCN(C(=O)Oc2ccc([N+](=O)[O-])cc2)CC1	1%	23%	i	11%	-6	-6%	-11%	-3%	-12
15	CC(=O)OC1=CC[C@H]2[C@@H]3CC[C@H]4C[C@H](OC(C)=O)[C@@H](OC(C)=O)C[C@]4(C)[C@H]3CC[C@]12C	-4%	-3%	-25%	14%	2	-2%	0%	-4%	-2
16	COC(=O)C1=C(c2ccccc2OCc2ccccc2)C[C@@H]2CC[C@H]1N2C(=O)NCCOc1ccc(OC)cc1	u	9%	-32%[inhibitor]	u	-28	8%	0%	-12%	u
17	CCOC(=O)[C@]12Cc3ccccc3[C@H]1N(C)C(=O)c1cc(OC)ccc12	35µM*	-16%	-52%[inhibitor]	u	-4	-27%	7.3µM*	4%	u
18	C[N+](C)(C)CC#CCN1CCCC1=O	0%	-7%	i	28%	18	23%	-1%	5%&-4%	8
19	COc1ccc(CCC(C)NCCc2ccccc2)cc1 (configuration not stated)	-15%	1%	-5%[57.5 µM]	-14%	-21	-8%	u	-1%	-26
20	Brc1cc(Br)c2nc(-c3ccc(N4CCOCC4)cc3)ccc2c1	0%	225%[activator]	i	9%	-1	0%	u	-2%	3
21	COc1ccc(-c2nc3ccccc3c(=O)n2-c2nccs2)cc1	u	-26%	-11%	8%	-2	12%	-18%	x	5
22	CC(Oc1ccc(Br)cc1)C(=O)N(Cc1nc(-c2ccccc2)no1)C(C)C (configuration not stated)	20%	3%	-86%[inhibitor]	u	-11	x	x	x	x
23	C[C@H](CO)N1C[C@H](C)[C@H](CN(C)C(=O)Nc2cccc3ccccc23)Oc2c(NC(=O)c3ccc(-c4nccs4)cc3)cccc2C1=O	19%	1%	i	-10%	6	3%	18%	0%	24
24	CCNc1cc(N2CCN(C)CC2)ccc1[N+](=O)[O-]	x	u	-4%	10%	-13	4%	-1%	-4%	-1
25	O=C(NCCc1ccccc1)c1ccc(CSc2nc3cccnc3n2Cc2ccc(F)cc2)cc1	2%	-7%	-13%	u	-23	x	2%	x	x
26	COC(=O)C(O)(c1ccc(NC(=O)Oc2ccccc2)cc1)C(F)(F)F (configuration not stated)	8%	-13%	-6%	-2%	-1	15%	-31%	-3%	15
27	Cc1cccc(N2C(=O)NC(=O)/C(=C\c3cnn(-c4ccccc4)c3)C2=O)c1	-7%	-35%	-24%	-6%	1	-29%	u	-6%	43
28	CCCOP(=O)(OCCC)C1(Nc2ccc(C)cc2)CCCCC1	0%	-7%	18%[57.5 µM]	u	5	3%	-18%	2%	5
29	S=C1CN=C(c2ccccc2)c2cc(Cl)ccc2N1	u	u	-34%[inhibitor]	-23%	-6	1%	u	13%	u
30	O=C(c1cc(-c2ccc(Cl)cc2)n(-c2ccc(Cl)cc2Cl)n1)N1CCOCC1	-19%	-7%	-2%[57.5 µM]	-13%	-8	0%	0%	-3%	u
31	NC(=O)Cn1cc(C(=O)c2ccccc2F)c2ccccc21	15%	-18%	i	4%	3	11%	0%	-4%	0
32	COc1ccccc1-n1c(O)c(/C=C2\C=Nc3ccccc32)c(=O)[nH]c1=O	0%	-5%	i	-7%	0	-1%	-2%	-12%	15
33	O=c1c2ccccc2nc(-c2ccccc2Cl)n1-c1ccc(O)cc1	4%	10%	-16%	u	-23	9%	-5%	0%	-19
34	CN1CCc2nc(SC(C(=O)O)c3ccccc3)c(C#N)c(-c3cccs3)c2C1 (configuration not stated)	-11%	12%	u	-19%	-3	3%	12%	-9%	-3
35	CCCOC(=O)c1c(N)n(Cc2cccs2)c2nc3ccccc3nc12	5%	27%	0%[57.5 µM]	u	0	0%	-10%	2%	0
36	O=C(CN1CCN(c2ccccc2F)CC1)Nc1cccnc1Cl	-27%[9.22 µM]	2%[7.66 µM]	-8%	17%[7.66 µM]	-4	21%	-5%	-1%	4
37	CCC1(CC)C(=O)C=CNC1=O	0%	-1%	-39%[inhibitor]	-2%	9&-2	15%&1%	17%	0%	26
38	CCCNC(=O)N1[C@H]2CC[C@@H]1C(C(=O)OC)=C(c1ccc(C(C)=O)cc1)C2	u	5%	i	-16%	1	7%	u	-1%	-29
39	COC(=O)C1=C(c2ccc(F)cc2OCc2ccccc2)C[C@@H]2CC[C@H]1N2C(=O)NCc1ccccc1C(F)(F)F	13%	-18%	-6%	13µM*	-6	7%	-24%	-8%	-19
40	CCOP(=O)(Oc1ccccc1)c1c([N+](=O)[O-])cc(C(F)(F)F)cc1[N+](=O)[O-] (configuration not stated)	13%	-4%	-13%	-8%	-2	0%	-4%	-5%	-11
41	O=C(O)C1CC2(Cl)C(Cl)=C(Cl)C1(Cl)C2(Cl)Cl (configuration not stated)	17%	0%	-20%	u	-7	1%	-10%	-25%	u
42	CC(=O)Nc1cccc([As](=O)(c2cccc(NC(C)=O)c2)c2cccc(NC(C)=O)c2)c1	1%	3%	12%	1%	3	1%	u	11%	-12
43	O=[N+]([O-])c1ccc(/C=N/Nc2ccnc3cc(Cl)ccc23)o1	1%	u	-23%	-13%	-17	11%	-6%	5%	-20
44	COC(=O)C1=C(c2ccc(OC(F)(F)F)cc2)C[C@@H]2CC[C@H]1N2C(=O)NC1Cc2ccccc2C1	35µM*	-4%	-13%	7%	6	0%	25%	1%	17
45	Cn1c(=O)cc(OCC(=O)N2CCC3(CC2)OCCO3)c2ccccc21	-5%	1%	u	0%	-4	-8%	-14%	2%	5
46	Cc1cccc(C(=O)Nc2ccc3c(c2)CC2(C(=O)N(C)C(=O)N(C)C2=O)C2CCCN32)c1 (configuration not stated)	x	u	-20%	22%	1	-1%	2%	x	-5
47	COc1ccc2c3c([nH]c2c1)C(C)=NCC3	16%	4%	-3%	-19%	-2	-2%	2%	9%	-16
48	NCC(O)c1ccc(O)cc1 (configuration not stated)	7%	6%	-23%	6%	22&-6	5%&-7%	8%	1%&-5%	-3
49	COc1ccc(CN2CCCC(C(=O)c3ccccc3SC)C2)cc1O (configuration not stated)	-12%	-19%	-18%	u	-7	2%	-22%	-6%	-61*
50	Cc1ccc(NC(=O)c2cccn(Cc3ccccc3C)c2=O)c(C)c1	14%	-5%	-36%	-1%	2	-1%	-3%	2%	x
51	COc1cc(OC)c2c(c1)O[C@@H](c1ccc(OC)c(OC)c1)[C@H](O)C2	7%	12%	-1%	13%	0	1%	-6%	9%	0
52	CC(C)N(CC(O)c1cccc([N+](=O)[O-])c1)C(C)C (configuration not stated)	-17%	10%	-4%[57.5 µM]	0%	-6	3%	-14%	1%	5
53	CN1Cc2cnnn2-c2ccccc2C1c1ccccc1 (configuration not stated)	27%	1%	-12%	-2%	-11	8%	-3%	10%	-1
54	Cc1ccsc1C(=O)C1CCCN(Cc2cnn(C)c2)C1 (configuration not stated)	-32%[inhibitor]	2%	13%	u	-14	3%	-13%	8%	u
55	CC(=O)O[C@@H]1CC[C@]2(C)C3CC[C@@]4(C)C(C[C@@H](O)[C@@H]4O)C3[C@@H](OC(C)=O)C[C@H]2C1 (some centres not stated)	-16%	1%	i	6%	-3	9%	-7%	15%	0

# This is a subset. The share of hits here may be higher or lower than overall.
